NCOA1 inh: inhibitors of human steroid receptor coactivator 1 (SRC1); inhibition, % at 3.6 µM; HEK293 GAL4-SRC1 luciferase reporter, luminescence; AID 588354; Q15788; hit rate 0.12% among 360,000;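 active = inhibition above the campaign mean plus 3 SD, with each screening campaign given its own cutoff, cut at about 60% in these data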;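 note: 0% = DMSO treated cells and 100% = gossypol at 36 µM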
TROY signal inh: TROY signaling inhibition; Q293 LMP1-TROYcd NF-kB luciferase reporter, 4 h; inhibition, % at 10 µM; hit rate 0.98% among 360,000; AID 1347056;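 active = compounds whose plate-normalised and pattern-corrected inhibition of the luciferase reporter signal at the single screening dose is 50% or more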
COUP-TFII inh: inhibitors of human COUP-TFII (NR2F2). inhibition, % at 8.6 µM. HEK293T NGFI-A luciferase reporter, luminescence. P24468. hit rate 0.7% among 370,000;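 active = inhibition above a per-plate cutoff, mean inhibition of test wells between control levels plus 3 SD, cut at about 38% in these data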;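 note: cells cotransfected with COUP-TFII expression vector driving the NGFI-A reporter; 0% = median of COUP-TF2 test wells and 100% = reporter-only cells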
CF NFkB inh: blocks PAF-induced NF-kB reporter in cystic fibrosis cells. KKLEB NF-kB-GFP reporter, GFP fluorescence overnight. hit rate 0.86% among 360,000. AID 588850. inhibition, % at 5 µM;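 active = at least 50% inhibition at 5 µM, scaled per plate between neutral and stimulator controls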;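 note: PAF is a Pseudomonas aeruginosa culture filtrate used as stimulus; plate controls were PAF-stimulated DMSO wells for no effect and unstimulated DMSO wells for full effect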
C8 TRAIL sens: sensitizes caspase-8 expressing cells to TRAIL; NB7+C8 cells + TRAIL, ATPlite viability luminescence; inhibition (viability loss, TRAIL sensitization), % at 10 µM; hit rate 1% among 360,000; AID 624354;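 active = compounds causing at least 50% loss of cell viability in the single-dose screen, relative to plate controls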
KKLEB tox: reduces viability of KKLEB cystic fibrosis airway cells. AID 602141. activity change (cytotoxicity), % at 5 µM. hit rate 0.36% among 360,000. KKLEB CF airway cells viability, ATPlite luminescence, overnight; hits give low values; cells stimulated with P. aeruginosa culture filtrate;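 active = corrected activity change at or below -50% at 5 µM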
TWEAK Fn14 block: TWEAK-Fn14 signaling inhibition | AID 1159606 | inhibition, % at 10 µM | TWEAK-stimulated Fn14 reporter cells, luciferase luminescence, 8 h | hit rate 2% among 360,000; in the data active = inhibition above about 50%
LMP1 NFkB inh: Epstein-Barr LMP1 NF-kappaB reporter inhibition. LMP1-induced NF-kappaB luciferase reporter cells, luminescence. inhibition, % at 12.5 µM. hit rate 0.69% among 350,000. AID 504558; in the data active = inhibition above about 41%;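 note: 0% = neutral control wells and 100% = reference inhibitor control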
NR5A2 inv ag: NR5A2 inverse agonism in reporter assay; HEK293T StAR-luciferase reporter, LRH-1 transfected, 24 h; AID 602396; O00482; hit rate 0.13% among 360,000; inhibition, % at 3.6 µM;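 active = inhibition above the mean inhibition of all tested compounds plus 3 SD, cut at about 73% in these data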;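 note: 0% = DMSO wells and 100% = reporter-only cells lacking LRH-1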
SRC3 inh: inhibits human SRC3 coactivator; Q9Y6Q9; HEK293 GAL4-SRC3 luciferase reporter, luminescence; inhibition, % at 3.6 µM; hit rate 0.17% among 360,000;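 active = inhibition above a per-campaign cutoff, the mean of all compounds plus 3 SD, cut at about 60% in these data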;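 note: 0% = DMSO-treated cells and 100% = gossypol-treated cells at 36 µM; higher means less SRC3-driven luciferase light from the GAL4 reporter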
Target sequence (Q9Y6Q9 whole entry, looked up, the tested form may be a part): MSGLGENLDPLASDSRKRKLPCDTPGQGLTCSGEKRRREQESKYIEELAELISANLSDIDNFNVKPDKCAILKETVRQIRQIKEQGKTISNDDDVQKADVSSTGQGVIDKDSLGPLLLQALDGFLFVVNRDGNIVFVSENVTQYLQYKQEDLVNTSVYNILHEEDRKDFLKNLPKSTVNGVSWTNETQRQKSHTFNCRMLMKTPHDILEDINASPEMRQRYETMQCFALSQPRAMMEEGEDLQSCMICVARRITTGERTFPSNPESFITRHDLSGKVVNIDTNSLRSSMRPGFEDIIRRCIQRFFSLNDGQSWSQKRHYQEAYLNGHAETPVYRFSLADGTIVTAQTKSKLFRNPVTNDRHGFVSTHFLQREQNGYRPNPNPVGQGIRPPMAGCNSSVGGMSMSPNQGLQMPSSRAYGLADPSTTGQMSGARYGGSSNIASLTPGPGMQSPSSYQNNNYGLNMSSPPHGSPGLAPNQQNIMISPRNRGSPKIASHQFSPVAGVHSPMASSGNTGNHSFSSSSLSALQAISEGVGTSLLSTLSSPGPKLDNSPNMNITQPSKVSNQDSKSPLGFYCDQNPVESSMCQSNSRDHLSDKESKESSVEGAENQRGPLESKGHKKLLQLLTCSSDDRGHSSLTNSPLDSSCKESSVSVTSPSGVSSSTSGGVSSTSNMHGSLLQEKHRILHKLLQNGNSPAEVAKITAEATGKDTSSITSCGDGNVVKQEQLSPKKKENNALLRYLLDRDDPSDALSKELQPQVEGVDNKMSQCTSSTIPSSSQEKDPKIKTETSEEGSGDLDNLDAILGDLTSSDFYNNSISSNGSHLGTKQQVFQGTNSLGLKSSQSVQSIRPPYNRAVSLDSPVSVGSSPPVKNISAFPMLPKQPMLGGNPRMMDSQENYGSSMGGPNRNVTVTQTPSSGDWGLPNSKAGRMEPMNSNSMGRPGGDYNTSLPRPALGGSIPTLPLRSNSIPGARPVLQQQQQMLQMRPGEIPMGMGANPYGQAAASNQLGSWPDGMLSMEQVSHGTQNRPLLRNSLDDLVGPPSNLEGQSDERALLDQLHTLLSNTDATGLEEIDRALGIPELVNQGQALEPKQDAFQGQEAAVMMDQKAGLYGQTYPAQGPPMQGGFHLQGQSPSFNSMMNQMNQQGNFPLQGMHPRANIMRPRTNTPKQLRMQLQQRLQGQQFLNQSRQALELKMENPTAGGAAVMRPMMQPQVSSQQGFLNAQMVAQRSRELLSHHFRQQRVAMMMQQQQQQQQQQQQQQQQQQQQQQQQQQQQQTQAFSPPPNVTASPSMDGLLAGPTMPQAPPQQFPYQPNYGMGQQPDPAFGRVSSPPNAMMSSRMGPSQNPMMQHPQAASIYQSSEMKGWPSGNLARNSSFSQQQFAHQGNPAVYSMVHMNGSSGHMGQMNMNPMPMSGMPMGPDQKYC
NCOA2 inhibitor: inhibits human steroid receptor coactivator 2; inhibition, % at 9 µM; hit rate 0.17% among 370,000; HEK293 GAL4-SRC2 luciferase reporter, luminescence; Q15596;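 active = inhibition above the mean inhibition of all tested compounds plus 3 SD, set per campaign, cut at about 52% in these data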;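 note: 0% = DMSO treated cells and 100% = cells given Gossypol at 36 µM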
* hit, by the source's call; x = no result given.

Start of the data: the first 4 entries (preview)
Below each compound – NCOA1 inh | TROY signal inh | COUP-TFII inh | CF NFkB inh | C8 TRAIL sens | KKLEB tox | TWEAK Fn14 block | LMP1 NFkB inh | NR5A2 inv ag | SRC3 inh | NCOA2 inhibitor
#1 Cc1ccsc1C(=O)OCC(=O)c1ccc(OC(F)F)cc1
 : -19 | -40 | -11 | -6 | -8 | -16 | -19 | -5 | -9 | 17 | 2
#2 CN(C)S(=O)(=O)N1CCN(C(=O)c2ccccc2Cl)CC1
 : -19 | 14 | -2 | 10 | -7 | 0 | -9 | 5 | -25 | 3 | 13
#3 CSc1ccc(Cl)c(C(=O)Nc2cc(S(=O)(=O)N3CCOCC3)ccc2N2CCOCC2)c1
 : -7 | -18 | 6 | -10 | -12 | -12 | -25 | -7 | 9 | -5 | -15
#4 COCCn1nnnc1C(c1ccccn1)N1CCN(c2cccc(C)c2C)CC1 (configuration not stated)
 : -5 | 1 | 15 | -24 | -14 | 8 | -4 | 4 | 15 | 14 | -18

All compounds of this part, repeating the preview:
Below each compound – NCOA1 inh | TROY signal inh | COUP-TFII inh | CF NFkB inh | C8 TRAIL sens | KKLEB tox | TWEAK Fn14 block | LMP1 NFkB inh | NR5A2 inv ag | SRC3 inh | NCOA2 inhibitor
#1 Cc1ccsc1C(=O)OCC(=O)c1ccc(OC(F)F)cc1
 : -19 | -40 | -11 | -6 | -8 | -16 | -19 | -5 | -9 | 17 | 2
#2 CN(C)S(=O)(=O)N1CCN(C(=O)c2ccccc2Cl)CC1
 : -19 | 14 | -2 | 10 | -7 | 0 | -9 | 5 | -25 | 3 | 13
#3 CSc1ccc(Cl)c(C(=O)Nc2cc(S(=O)(=O)N3CCOCC3)ccc2N2CCOCC2)c1
 : -7 | -18 | 6 | -10 | -12 | -12 | -25 | -7 | 9 | -5 | -15
#4 COCCn1nnnc1C(c1ccccn1)N1CCN(c2cccc(C)c2C)CC1 (configuration not stated)
 : -5 | 1 | 15 | -24 | -14 | 8 | -4 | 4 | 15 | 14 | -18
#5 CCCS(=O)(=O)c1c(S(=O)(=O)CCC)c2c3ccccc3ccn2c1C(=O)OC
 : 9 | -13 | 2 | 7 | -10 | 0 | 24 | -8 | 10 | -1 | -4
#6 CCOC(=O)c1ccccc1NC(=O)CSc1nnnn1C
 : -1 | -11 | 7 | -1 | 8 | -10 | -1 | 3 | 17 | 12 | 15
#7 CN(C)c1cccc(C(=O)OCC(=O)N(C)c2ccccc2)c1
 : 8 | 6 | -4 | -2 | -2 | 4 | 5 | 0 | 8 | 13 | -3
#8 NS(=O)(=O)c1ccc(NC(=O)COC(=O)/C(=C/c2cccs2)c2cccs2)cc1
 : 2 | 15 | -12 | 6 | 0 | 13 | -25 | -1 | 10 | 20 | 6
#9 Fc1ccc(CNc2ccn3nc(-c4ccccc4)cc3n2)cc1
 : -78 | -41 | -40 | -67 | -12 | 12 | 0 | x | -70 | -88 | -18
#10 COc1cc(-c2noc(C)c2/C=C/c2ccc(C(=O)O)cc2)cc(OC)c1OC
 : -20 | 0 | -13 | -21 | -3 | 0 | 17 | 2 | 38 | 12 | -48
#11 COc1ccc(C2Nc3ccccc3NC3=C2C(=O)CC(C)(C)C3)cc1 (configuration not stated)
 : -48 | -22 | -19 | 7 | 2 | 3 | 8 | 10 | -61 | -46 | -17
#12 COc1ccc(NC(=O)CCCn2c(=O)c3sccc3n(Cc3ccccc3)c2=O)cc1
 : 4 | -4 | 2 | -10 | 18 | 1 | -4 | 2 | 22 | 30 | 10
#13 O=S(=O)(NCc1ccccc1F)NCc1ccccc1F
 : -17 | 3 | 21 | -11 | 17 | 7 | -4 | -2 | -7 | 9 | -29
#14 CC(C)(C)c1nc2ccccc2c(=O)n1N1C(=O)c2ccccc2C1=O
 : 6 | 12 | -1 | 26 | 11 | -13 | 21 | -4 | -22 | 3 | 13
#15 O=C(N/N=C/c1ccc2c(c1)OCO2)c1ccc2c(c1)OCCO2
 : -64 | -53 | -42 | -7 | 34 | -6 | 2 | -28 | -104 | -30 | -70
#16 O=C(/C=C/c1ccco1)NC(=S)Nc1ccccc1O
 : -28 | -15 | -16 | 6 | -3 | 13 | 8 | -17 | -22 | -28 | -41
#17 c1ccc2c(c1)[nH]c1c(NCC3CCCO3)ncnc12 (configuration not stated)
 : -16 | 20 | 16 | -4 | -4 | -6 | 25 | 11 | 20 | 13 | 26
#18 Cc1cnc(C(=O)OCC(=O)Nc2ncc(Cl)cc2Cl)cn1
 : 3 | -11 | -7 | -9 | -5 | 18 | 3 | -4 | -6 | 3 | 5
#19 CN(Cc1ccccc1)C(=O)COC(=O)c1cc(=O)c2ccccc2o1
 : 9 | -7 | -4 | -4 | -21 | 8 | -13 | -6 | -13 | -2 | 8
#20 c1ccc(Cn2nnnc2C(c2ccccn2)N2CCN(c3ccccc3)CC2)cc1 (configuration not stated)
 : 0 | -2 | 1 | -1 | -14 | -3 | 0 | 5 | -2 | -8 | -6
#21 CSc1ccc(C(=S)N2CCCCCC2)cc1
 : -4 | 4 | 0 | -11 | -8 | 3 | 12 | -15 | -19 | -37 | 11
#22 CCN(CC)S(=O)(=O)c1ccc(C)c(NC(=O)CSc2ncc(C(F)(F)F)cc2Cl)c1
 : 8 | -5 | -10 | 1 | 31 | 10 | -7 | -1 | -3 | -1 | -17
#23 COc1ccccc1CCN=C(N)NS(=O)(=O)c1ccccc1F
 : -17 | -4 | 10 | 16 | -6 | -10 | -1 | -1 | 12 | -18 | 11
#24 Cn1c(C(=O)N2CCOCC2)cc2c(=O)n3ccccc3nc21
 : -24 | 19 | 3 | 5 | -7 | 13 | -15 | 7 | -4 | 4 | -35
#25 CC(=O)NCCC(=O)Nc1cc(S(=O)(=O)N2CCOCC2)ccc1Oc1ccccc1
 : -4 | -8 | 16 | -7 | -14 | 12 | 3 | 0 | -1 | 8 | 3
#26 COc1ccc(C(c2nnnn2C2CCCC2)N2CCN(C/C=C/c3ccccc3)CC2)cc1 (configuration not stated)
 : 0 | 9 | -8 | 15 | 2 | -6 | -2 | x | 11 | 19 | 2
#27 Cc1ccc2occ(C(=O)c3ccco3)c(=O)c2c1
 : -43 | -20 | -12 | 9 | -24 | 7 | -14 | -17 | -31 | -33 | -34
#28 Cc1cc(C)c(S(=O)(=O)N2CCN(C(=O)C3CC3)CC2)c(C)c1
 : -3 | -3 | 3 | 6 | -2 | 5 | 5 | -2 | 13 | 10 | 24
#29 Cc1cc(O)c(C(C)C)cc1NC(=O)Nc1cccc2ccccc12
 : 7 | 26 | 2 | 12 | 1 | 6 | -9 | 6 | -4 | 10 | -1
#30 COc1cc(C(=S)N2CCCC2)cc(Cl)c1O
 : 5 | 2 | 8 | -3 | -6 | 7 | -1 | -1 | 18 | 4 | -18
#31 O=C(CN1CCc2ccccc2C1)Nc1cccc(S(=O)(=O)N2CCCC2)c1
 : -16 | 8 | 21 | -1 | 16 | -5 | 3 | 1 | -5 | 7 | -21
#32 CCCOc1ccc(C(=O)NC(=S)NNC(=O)c2c(-c3ccccc3)noc2C)cc1
 : -32 | 9 | -20 | 33 | -23 | -11 | 6 | -2 | -35 | -11 | -5
#33 CCCCCCCCN1[C@@H](CC(=O)O)c2cc(C(F)(F)F)ccc2S1(=O)=O
 : -2 | -23 | 5 | 9 | -10 | 2 | -12 | -5 | 21 | 8 | -7
#34 COC(=O)c1ccc2nc(-c3ccco3)c(Cc3ccccc3C(F)(F)F)n2c1
 : x | -3 | 14 | x | 29 | x | 47 | x | -4 | x | -6
#35 CCOC(=O)C(NCc1ccccn1)(NC(=O)c1cccnc1)C(F)(F)F (configuration not stated)
 : 6 | -7 | 22 | 15 | -1 | 3 | -7 | -2 | 0 | 7 | -3
#36 CN1CCN(S(=O)(=O)c2ccc(NC(=O)Cc3ccc([N+](=O)[O-])cc3)cc2)CC1
 : 4 | 1 | -7 | -12 | -11 | -15 | 5 | -1 | 0 | -5 | -16
#37 O=C(Nc1nc(-c2ccc(F)cc2)cs1)c1ccc(N2C(=O)CCC2=O)cc1
 : 12 | 26 | 14 | -75 | 24 | 0 | 17 | 5 | 30 | -2 | 7
#38 O=C(c1ccc2[nH]c(=O)c(=O)[nH]c2c1)N1CCN(c2ccccc2)CC1
 : 10 | 16 | 4 | -9 | -27 | 13 | -6 | 4 | -7 | -3 | -26
#39 COc1ccc(N/C=C(\C(C)=O)c2ccc(OC)c(OC)c2)cc1OC
 : -20 | 5 | -23 | 4 | -2 | 0 | -1 | 1 | 8 | 15 | -3
#40 O=C1C2CCCCN2C(=O)N1CCN1CCN(c2ccc(F)cc2)CC1 (configuration not stated)
 : -68 | -5 | 2 | -19 | -2 | 8 | -11 | 8 | -7 | 1 | -2
#41 CCC(C)Sc1cc(C)c(C#N)c2nc3ccccc3n12 (configuration not stated)
 : 5 | -8 | 20 | 5 | 8 | -17 | -3 | 5 | 11 | 6 | -3
#42 O=C(Nc1ccc(C(=O)N2CCOCC2)cc1)Nc1cccc2ccccc12
 : 0 | 8 | 17 | 1 | 19 | -1 | -23 | 0 | -16 | -6 | 17
#43 O=C(COC(=O)/C=C/c1ccc(Cl)cc1)Nc1ccc2[nH]c(=O)[nH]c2c1
 : -7 | 27 | -22 | -9 | -7 | -18 | -12 | -10 | 5 | 3 | 0
#44 CCN(CC(=O)N1CCCCCC1)S(=O)(=O)c1ccc(Cl)cc1
 : 7 | 8 | 8 | 4 | -2 | 2 | 9 | -5 | 4 | 12 | -22
#45 O=C(O)/C=C/C(=O)Nc1cccc(C(F)(F)F)c1
 : 15 | -6 | -4 | -6 | 5 | -2 | 11 | 2 | -13 | 6 | -2
#46 CCOc1ccc(N2C(=O)CC(SCc3nc4ccccc4[nH]3)C2=O)cc1 (configuration not stated)
 : 2 | 22 | -6 | -10 | 3 | -4 | 3 | -11 | -14 | 1 | -16
#47 O=C(NCc1ccccc1)C1CCCN(C(=O)c2ccc(F)cc2)C1 (configuration not stated)
 : 2 | 4 | 1 | 13 | -3 | -15 | 2 | 0 | 4 | -3 | -28
#48 O=C1/C(=C\c2ccsc2)NC(=S)N1c1ccccc1
 : -28 | 0 | 0 | 5 | -4 | 0 | 4 | 1 | -2 | -10 | -24
#49 O=C(OCC(=O)N1CCc2ccccc2C1)c1ccc(F)cc1Cl
 : -25 | -31 | -13 | -21 | 9 | 24 | -36 | -8 | -21 | -21 | -45
#50 CN(CCCn1ccc(NC(=O)OCc2ccccc2)nc1=O)CCc1ccccn1
 : 0 | 6 | -9 | -7 | -14 | 4 | 1 | 5 | -15 | -14 | -12

(next part)
Below each compound – NCOA1 inh | TROY signal inh | COUP-TFII inh | CF NFkB inh | C8 TRAIL sens | KKLEB tox | TWEAK Fn14 block | LMP1 NFkB inh | NR5A2 inv ag | SRC3 inh | NCOA2 inhibitor
#51 Cc1noc(C)c1COc1ccc(C(=O)N2CCN(S(=O)(=O)c3cccc(F)c3)CC2)cc1
 : -5 | -1 | -14 | -21 | -12 | 2 | 0 | -3 | 13 | 4 | 6
#52 COc1ccc(/C=N/n2cnn(Cc3ccccc3Cl)c2=S)cc1
 : -14 | 20 | -5 | 10 | 15 | -10 | -4 | -11 | 8 | -18 | -2
#53 Cc1cc(C)cc(C(=O)OCC(=O)Nc2ncccn2)c1
 : -3 | 8 | 4 | -23 | -14 | 6 | 6 | 1 | 8 | 15 | 18
#54 O=S1(=O)N=C(N(CCO)/N=C/c2ccncc2)c2ccccc21
 : -8 | -13 | 10 | 11 | 6 | -2 | 1 | 5 | 8 | 2 | 8

Compound activity as filed in PubChem BioAssay.
